ALOX12 inh: Primary qHTS assay for inhibitors of human arachidonate 12S-lipoxygenase (ALOX12): Round 2. Potency, µM (doses to about 108 µM), for inactives: top-dose activity change, negative = inhibition, actives largely listed as inhibitors. AID 1671190, 2021. Polyunsaturated fatty acid lipoxygenase ALOX12 (Homo sapiens), P18054. 1.1% of 580,000 active. purified 12hLO, xylenol orange hydroperoxide absorbance; note: potency is the fitted concentration of half-maximal effect; % is set by controls: 0 for no effect and ±100 for the full control effect
Target sequence (P18054 whole entry, looked up): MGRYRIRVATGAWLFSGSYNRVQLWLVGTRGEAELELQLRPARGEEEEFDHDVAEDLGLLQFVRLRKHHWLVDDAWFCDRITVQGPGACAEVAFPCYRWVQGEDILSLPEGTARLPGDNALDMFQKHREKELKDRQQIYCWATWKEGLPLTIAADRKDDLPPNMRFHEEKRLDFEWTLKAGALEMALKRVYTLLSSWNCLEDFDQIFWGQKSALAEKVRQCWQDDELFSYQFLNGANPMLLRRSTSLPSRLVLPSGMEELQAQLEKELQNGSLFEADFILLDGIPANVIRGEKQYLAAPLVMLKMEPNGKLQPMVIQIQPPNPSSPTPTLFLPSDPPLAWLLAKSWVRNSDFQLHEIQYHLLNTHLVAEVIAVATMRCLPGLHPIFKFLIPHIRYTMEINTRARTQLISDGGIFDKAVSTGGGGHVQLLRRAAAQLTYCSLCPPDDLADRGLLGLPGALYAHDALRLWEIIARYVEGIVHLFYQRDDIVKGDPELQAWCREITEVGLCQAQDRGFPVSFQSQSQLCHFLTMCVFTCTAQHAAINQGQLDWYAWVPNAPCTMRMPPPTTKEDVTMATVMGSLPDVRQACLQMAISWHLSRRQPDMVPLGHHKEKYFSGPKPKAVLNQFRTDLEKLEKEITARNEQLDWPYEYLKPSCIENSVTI
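Purified human 12hLO at 150 nM in 25 mM Hepes, 0.01% Triton X-100, pH 7.0, preincubated 15 min at room temperature with compound. Reaction started with 40 uM arachidonic acid, 30 min at room temperature. Hydroperoxide measured by Fe-xylenol orange, 573/405 nm absorbance ratio.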
D2 agonist: HTS Assay for Allosteric Agonists of the Human D2 Dopamine Receptor: Primary Screen for Agonists | D(2) dopamine receptor (Homo sapiens), P14416 | AID 485358, 2010 | 0.53% of 340,000 active | HEK293 T-REx D2 cells, calcium flux agonist mode | activation, % at 2 µM;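 active = activation over 3 SD above normal in the single-dose calcium agonist read, cut at about 30% in these data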; note: 0% is about no effect
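HEK293 Trex D2 cells, tetracycline-induced, o/n 30 C 5% CO2; no-wash Ca dye, RT 30–90 min; 10-cycle baseline, 23 nl cpd added, kinetic Ca read 180 s; agonist hits = positive Ca response.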
GRP78 ERSR act: qHTS for Inducers of the Endoplasmic Reticulum Stress Response (ERSR) in Human Glioma: qHTS; U87-MG GRP78 promoter luciferase reporter, 16 h; Potency, µM, for the others: at the top dose activation, actives largely listed as activators; 0.02% of 420,000 active; note: potency is the fitted concentration of half-maximal effect; series mostly up to about 76 µM; % of control where 0% means no effect; nearly all actives have a fitted effect of over 35% in size
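Stably transfected U87-MG glioma cells carrying a GRP78-based luciferase sensor; 16 h compound incubation. Luminescence end-point read 10 min after Bright-Glo addition at room temperature.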
D2 antag: HTS Assay for Allosteric Antagonists of the Human D2 Dopamine Receptor: Primary Screen for Antagonists | D(2) dopamine receptor (Homo sapiens), P14416 | HEK293 TREx D2 cells, calcium flux, dopamine EC80 | inhibition, % at 10 µM | 2% of 340,000 active | AID 485344, 2010; in the data active = inhibition above about 30%; note: 0% is about no effect
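Dopamine at EC80 is the agonist stimulus; test compounds precede it by 180 s. Calcium flux read kinetically in a force-coupled, inducible HEK293 T-REx D2 cell line.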
RGS4 inh: Inhibitors of Regulator of G Protein Signaling (RGS) 4: qHTS | AID 504845, 2011 | Potency, µM (highest dose often 114 µM), without a hit: top-dose activity change, negative = inhibition, most hits filed as inhibitors | 0.039% of 390,000 active | Transcreener GDP fluorescence polarization, RGS4-accelerated GTP hydrolysis | Regulator of G-protein signaling 4 (Homo sapiens), P49798; note: potency is the fitted concentration of half-maximal effect; % is set by controls: 0 for no effect and ±100 for the full control effect; nearly all actives have a fitted effect of over 75% in size; some results filed as inactive show a strong effect at the top dose
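MLSMR compounds (23 nl, pin-transferred) preincubated 10 min at room temperature with a 500nM (2x) first reagent, then RGS4 at 900nM (2x) plus Transcreener GDP mix added; fluorescence polarization (620/688 nm) read before and after 90 min at 30 °C.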
Vif-A3F inh: qHTS for Inhibitors of Vif-A3F Interactions: qHTS | HeLa A3F-eYFP + Vif (tagged APOBEC3F with the HIV-1 protein that degrades it), YFP fluorescence increase | Potency, µM (top dose mostly 46.1 µM), for inactives: at the highest dose activity, negative = active | 0.2% of 390,000 active | AID 602313, 2012; note: potency is the fitted concentration of half-maximal effect; % of control where 0% means no effect; nearly all actives have a fitted effect of over 65% in size
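HeLa cells stably expressing Vif plus C-terminally eYFP-tagged A3F were seeded, incubated overnight at 37 deg C, dosed with compound, incubated overnight again at 37 deg C. Yellow fluorescence (Ex 488/Em 500-530) reported blocked Vif-mediated A3F-eYFP degradation.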
ERG Ets-DNA blk: qHTS for Small Molecule Inhibitors of the ERG Ets/DNA interaction | 0.028% of 370,000 active | Potency, µM (titrated, usually from 76.9 µM), without a hit: at the highest dose FP activity, negative = inhibition, actives largely listed as inhibitors | Transcriptional regulator ERG (Homo sapiens), P11308 | fluorescence polarization, His-ERG Ets domain / labelled DNA | AID 624246, 2012; active = well fitted inhibition curve with a large enough effect in the polarisation, with a control signal flat; inconclusive = small, poorly fitted or top-dose-only effect, or effect the other way, or a change in a side signal; inactive = no such curve, though single readings can be large or run the other way; the % refers to the polarisation;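 note: polarization taken with two DNA probes labelled with fluorescein and Texas red; potency is the fitted concentration of half-maximal effect; % of control where 0% means no effect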
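His-tagged ERG Ets domain (1 uM in the protein solution; 300mM KCl, 50mM Tris-HCl, 1mM EDTA, 1mM DTT, pH 7.5) received compound, then a probe mix of 5 nM fluorescein-DNA and 100nM Texas-615-DNA. Fluorescence polarization was read for both dyes.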
Vif-APOBEC3G blk: qHTS for Inhibitors of Vif-A3G Interactions: qHTS; DNA dC->dU-editing enzyme APOBEC-3G (Homo sapiens), Q9HC16; HeLa A3G-eYFP + Vif (tagged APOBEC3G with the HIV-1 protein that degrades it), YFP fluorescence, overnight; Potency, µM (titrated, usually from 46.1 µM), without a hit: top-dose activity, negative = active, actives largely listed as inhibitors; 0.076% of 410,000 active; AID 602310, 2012;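 note: potency is the fitted concentration of half-maximal effect; % is set by controls: 0 for no effect and ±100 for the full control effect; nearly all actives have a fitted effect of over 60% in size; hits raise eYFP signal because A3G escapes Vif-driven loss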
Target sequence (Q9HC16 whole entry, looked up): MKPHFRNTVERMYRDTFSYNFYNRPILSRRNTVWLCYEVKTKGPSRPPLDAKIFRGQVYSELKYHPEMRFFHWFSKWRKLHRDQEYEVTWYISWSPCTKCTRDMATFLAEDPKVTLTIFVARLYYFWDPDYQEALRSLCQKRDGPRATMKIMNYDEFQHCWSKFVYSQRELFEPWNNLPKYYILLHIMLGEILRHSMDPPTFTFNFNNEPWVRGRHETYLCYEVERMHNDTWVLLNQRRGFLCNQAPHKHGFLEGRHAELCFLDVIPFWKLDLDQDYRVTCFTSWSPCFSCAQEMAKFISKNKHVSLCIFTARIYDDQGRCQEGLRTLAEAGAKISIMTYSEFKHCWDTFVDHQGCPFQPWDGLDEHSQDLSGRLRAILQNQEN
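HeLa cells stably expressing Vif and C-terminally eYFP-tagged A3G, seeded overnight at 37 deg C, then exposed to compound by pintool overnight at 37 deg C. Rise in yellow fluorescence (Ex 488/Em 500-530, Acumen) marks blocked Vif-driven A3G degradation.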
LDHA block: qHTS assay for inhibitors of human lactate dehydrogenase; purified LDHA, NADH/diaphorase-resazurin fluorescence; stronger effect = lower value; AID 1347041, 2019; L-lactate dehydrogenase A chain (Homo sapiens), P00338; activity change, % (values are at about 110 or 230 µM); 0.15% of 480,000 active; in the data active = activity change below about -30%; inconclusive = mostly about -25% to -30%;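 note: plate controls were DMSO wells for no effect and wells without enzyme for full effect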
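Human LDH5 (2 nM) was incubated with 0.06 mM NADH and 0.2 mM pyruvate for 5 min at room temperature in Tris pH 7.4. Remaining NADH was coupled through diaphorase/resazurin, and resorufin fluorescence was read at 0 and 20 min.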
An asterisk follows results filed as active; ? = inconclusive; . = not tested or not shown; & = joins results of further samples; [ ] = another dose, or the depositor's remark. Unless noted, calls come from the whole dose curve; as a rule, active = well fitted curve in the direction sought with a large enough effect; inconclusive = small, poorly fitted or top-dose-only effect, or another doubt; inactive = no such curve, though single readings can be large; an effect the other way counts as inactive or inconclusive.

SMILES	ALOX12 inh	D2 agonist	GRP78 ERSR act	D2 antag	RGS4 inh	Vif-A3F inh	ERG Ets-DNA blk	Vif-APOBEC3G blk	LDHA block
N#C/C(=C\c1cccc2ccccc12)c1nn(-c2ccccc2)c(N)c1C#N	.	.	-3%	.	-18%	-9%	.	-5%	-5
CCCNC(=O)C1(C)CCN(C(=O)Cc2ccc3ccccc3c2)C1 (stereo not drawn)	8%	.	-2%	.	.	.	.	-2%	0
Cc1ccc2c(Cl)cc(Cl)c(OCC(=O)N(C(C)C)C(C)C)c2n1	-5%&-3%	-1.3	-6%	3	-4%	15%	-1%	2%	17&0
C=Cc1ccc(C2=CC(=O)C[C@H](c3ccc(OC)cc3)C2)cc1	2%	-0.2	-6%	-8	-2%	1%	12%	2%	-3
Cc1ccc(S(=O)(=O)NCC(=O)OCC(=O)c2ccc(Cl)s2)cc1	0%	.	-1%	.	-6%	6%	-7%	1%	-7
CC(C)CN(CC(C)C)C(=O)C12CCC(C)(C(=O)C1)C2(C)C (stereo not drawn)	0%	-0.3	-2%	-3	-9%[56.9 µM]	-5%	-3%	-1%	-2
Cc1ccc2nc3c(c(Nc4ccc(O)cc4)c2c1)CCC3	7%	0.0	-4%	-11	-33%	-13%	3%	-1%	6
O=C(COc1cccnc1[N+](=O)[O-])NCc1ccc2c(c1)OCO2	-12%	-1.3	-1%	5	7%	-1%	-13%	0%	-2
Cc1cc(C)n(Cc2ccccc2F)c(=O)c1C#N	-7%	1.8	1%	6	20%	-6%	-1%	3%	-8
COc1cccc(NC(=O)C(NC2CCCC2)c2ccccc2)c1 (stereo not drawn)	97%[activator]	-0.1	-3%	-2	-8%	-4%	7%	4%	-4
O=C(Oc1ccc(=O)n(-c2ccccc2)n1)c1cccc(Cl)c1	0%	1.2	-5%	4	26%	1%	-6%	1%	-4
C[C@H]1CN([C@@H](C)CO)C(=O)CCCn2nncc2CO[C@@H]1CN(C)Cc1ccc(C(=O)O)cc1	22%	.	-1%	.	.	-2%	.	3%	-4
CCn1c2ccccc2c2cc(NC(=O)c3ccco3)ccc21	-8%	.	2%	.	20%	-9%	.	-1%	-3
O=C(COc1ccc(F)cc1Br)N1CCc2ccccc21	?	0.3	3%	-6	-8%	-7%	3%	-1%	-1
CC(C)[C@H](NC(=O)c1cccc(S(=O)(=O)N2CCOCC2)c1)C(=O)NCc1ccc(F)cc1	0%	.	-4%	.	-18%	0%	6%	3%	-8
CCN(CC)CC(=O)c1c(N)n(Cc2ccccc2)c(=O)n(C)c1=O	7%	2.8	-2%	-2	22%	10%	-1%	1%	4
COC(=O)c1ccc(NC(=O)C(=O)NCC(c2cccnc2)N2CCc3ccccc32)cc1 (stereo not drawn)	-4%	3.0	-3%	.	-14%	-4%	0%	1%	4
COCCN=c1scc(-c2ccccc2)n1/N=C/c1c[nH]c2ccccc12	-12%	.	6%	.	14%	?	-2%	3%	-4
O=c1c2ccccc2ncn1CCCOc1ccccc1[N+](=O)[O-]	13%	-0.3	8%	-4	-12%	-4%	-1%	0%	-1
Cc1ccc(-c2nn(Cc3ccccc3)cc2C(=O)N2CCN(c3ccccn3)CC2)cc1	-6%	0.4	3%	0	9%	1%	5%	1%	1
CCSc1nnc(NC(=O)C2CSC3(C)CCC(=O)N23)s1 (stereo not drawn)	-1%	.	-2%	.	0%	3%	-3%	4%	-1
O=C(O)CCn1ccc2cc(S(=O)(=O)N3CCCCCC3)ccc21	1%&-15%	1.2&-0.3	-1%&-4%	-2	13%&-21%	-4%&-1%	-2%&-5%	-4%&-1%	-4&-6
O=C(/C(=N/O)n1cncn1)c1ccccc1Cl	-14%	0.9	-5%	5	-3%	-3%	-2%	0%	-7
O=C(O)CC1(CC(=O)NCc2ccccn2)CCCCC1	85%[activator]	0.2	-5%	3	-12%	-10%	-3%	-3%	-3
CN(CC(=O)Nc1sccc1C#N)S(=O)(=O)c1ccc(F)cc1	0%	0.4	-1%	-24	-8%	-24%	25%	0%	-5
O=C(NCC1CC1)NC(=O)c1ccccc1F	-5%	.	-2%	.	.	.	.	3%	1
COc1ccccc1NC(=S)NNC(=O)c1nn(C)c(C)c1Br	5%	1.7	3%	-4	-53%	5%	-2%	2%	0
COC(=O)[C@@H]1C[C@H]2CC[C@H](O)C[C@H]2N1Cc1ccccc1OC(=O)c1cccs1	13%	0.2	-3%	-26	5%	5%	1%	-2%	0
Cc1cc(C)c2sc(N3CCN(C(=O)c4ccc(N(C)C)cc4)CC3)nc2c1	-4%	-1.0	-2%	.	-1%	6%	2%	0%	-3
COc1ccc(OC)c(C2=NOC(C(=O)N3CCN(c4ccccc4)CC3)C2)c1 (stereo not drawn)	-20%[57.4 µM]	0.6	-2%	18	-3%	2%	-4%	0%	-1
COc1ccc(Cl)c2sc(NC(=O)c3ccc(S(=O)(=O)N4CCOCC4)cc3)nc12	0%	1.8	-4%	.	10%	0%	-1%	1%	0
COc1cccc(-c2nc(CS(=O)(=O)CC(=O)NCCc3ccccc3)c(C)o2)c1	-4%	0.1	-3%	-11	41%	3%	-1%	1%	-10

Part of the list above in order of molecular weight, smallest number first.
SMILES	ALOX12 inh	D2 agonist	GRP78 ERSR act	D2 antag	RGS4 inh	Vif-A3F inh	ERG Ets-DNA blk	Vif-APOBEC3G blk	LDHA block
O=C(NCC1CC1)NC(=O)c1ccccc1F	-5%	.	-2%	.	.	.	.	3%	1
COC(=O)[C@@H]1C[C@H]2CC[C@H](O)C[C@H]2N1Cc1ccccc1OC(=O)c1cccs1	13%	0.2	-3%	-26	5%	5%	1%	-2%	0
COc1cccc(-c2nc(CS(=O)(=O)CC(=O)NCCc3ccccc3)c(C)o2)c1	-4%	0.1	-3%	-11	41%	3%	-1%	1%	-10
COc1ccc(Cl)c2sc(NC(=O)c3ccc(S(=O)(=O)N4CCOCC4)cc3)nc12	0%	1.8	-4%	.	10%	0%	-1%	1%	0

(continued)
SMILES	ALOX12 inh	D2 agonist	GRP78 ERSR act	D2 antag	RGS4 inh	Vif-A3F inh	ERG Ets-DNA blk	Vif-APOBEC3G blk	LDHA block
COC(=O)c1ccc(NC(=O)CSc2nnc(-c3ccccc3Br)n2-c2ccccc2)cc1	0%	.	-1%	.	-11%	1%	30%	-7%	-2
COc1ccc(CCNC(=O)CSc2c[nH]c3ccccc23)cc1OC	24%	-0.4	-1%	-9	-18%	3%	-3%	-5%	-3
Cc1cc(C)c(NC(=O)CCN2C(=O)c3ccccc3Sc3ncccc32)c(C)c1	-15%	0.5	-3%	.	-21%	2%	-3%	1%	-13
O=C(O)/C=C(/c1ccccc1)C(F)(F)F	-3%	.	-2%	.	13%	-7%	-10%	-2%	-17
c1ccc(OCc2nn3c(Cn4nnc5ccccc54)nnc3s2)cc1	?	-0.8	-1%	7	-4%	-2%	-13%	-2%	-1
CCOc1ccccc1CNC(=O)CCCn1c(=O)c2cccn2c2cccnc21	-21%	.	-3%	.	22%	-12%	-4%	2%	2
C/C(=N\Nc1ccc(C(=O)O)cc1)c1ccc2c(c1)Nc1ccccc1S2	?	-0.5	0%	-7	-30%	-6%	-7%	-19%	-5
N#CCC(=O)Nc1ccc(C(=O)OCc2ccccc2Oc2ccccc2)cc1	-9%	.	1%	.	-9%	?	-1%	3%	-6
CCOC(=O)c1sc(=NC(=O)c2ccc(S(=O)(=O)N3CC(C)OC(C)C3)cc2)n(C)c1C (stereo not drawn)	11%	0.8	-3%	0	3%	-6%	-2%	3%	-9
N#C/C(=C/c1ccco1)C(N)=S	0%	-2.2	-1%	-21	-38%	3%	7%	-4%	2
CC1CCCN(C/C(O)=C(\C#N)c2nc3ccccc3[nH]2)C1 (stereo not drawn)	-4%	-0.6	-5%	20	5%[11.4 µM]	9%	?	1%	9
COc1cc(C(C(=O)NC2CCCCC2)N(C(=O)c2cnccn2)c2ccccc2)cc(OC)c1OC (stereo not drawn)	-2%	1.2	-1%	12	18%	8%	-1%	-2%	-4
C/C(CC(=O)NC1CCCC1)=N\NC(=O)Cc1cccs1	0%	0.3	0%	-3	-22%	-6%	10%	0%	-1

Screening results (PubChem BioAssay)

This is a subset. The share of hits here may be higher or lower than overall.
